# bCat nuc transl = modulators of beta-catenin nuclear translocation | HeLa beta-catenin nuclear translocation, immunofluorescence imaging | nuclear translocation activity, % at 5 µM | 0.3% of 190,000 active | AID 1665;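 active = nuclear translocation activity above 50% at 5 µM, with a well cell count of 50 or more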;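 also: per-cell ratio of nuclear to cytoplasmic median beta-catenin stain intensity; plate controls were DMSO negative control for no effect and GSK-3 inhibitor IX positive control for full effect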
#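 Test system: human HeLa cells, native beta-catenin. Compound dosing: 5 µM primary single dose, 0.1% DMSO, 0.02–20 µM confirmation series. Incubation: compound exposure 24 h at 37°C. Detection: beta-catenin immunostaining with DAPI counterstain, 20x imaging, 6 fields/well. Read-out basis: Nuclear/cytoplasmic beta-catenin signal ratio, % activation.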
# WT yeast gro inh = growth inhibition of WT yeast, mitochondrial fusion screen; mitochondrial fusion phenotypic screen, WT strain; inhibition, % at 10 µM; 2.1% of 190,000 active; in the data active = inhibition above about 58%; tested in S. cerevisiae
# Dynein cargo inh = blocks dynein driven cargo transport along microtubules; 3617.4 mouse cells, GR-EGFP nuclear translocation imaging; test concentration mostly 20 µM; stimulated with dexamethasone, 1 µM; active compounds read low; z-score, hits read low; 0.47% of 220,000 active;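 active = plate z-score of nuclear minus cytoplasmic receptor signal below a set negative limit, without overly bright fluorescence or cell loss, cut at about -3.5 in these data, passing the limit was not always enough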;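 also: z-score of nuclear minus cytoplasmic ring GR-EGFP intensity difference per well; some compounds called inactive have numbers as strong as hits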
#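 Schedule: 48 h induction, then 1 h compound, then 30 min agonist, 37 °C. Buffer or medium: tetracycline-free induction medium containing charcoal-stripped FBS. Reagent: 1.0 µM final dexamethasone stimulus. Evaluation: nuclear versus cytoplasmic GR-EGFP signal, averaged per well. Signal: high-content fluorescence imaging after fixation.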
# Ins promoter up = MIN6 insulin promoter up-regulation. MIN6 insulin promoter-GFP reporter, high-content imaging; active compounds read high. z-score at 5 µM. 0.3% of 190,000 active;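 active = z-score above 3 at 5 µM with at least 500 cells counted in the well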
# Lipid droplet = modulators of hepatic lipid droplet formation. AML12 mouse hepatocytes, oleate lipid droplets, BODIPY imaging. inhibition, % at 6.5 µM. 0.4% of 240,000 active. AID 1656;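 active = lipid droplet intensity inhibited by at least 50%, with more than 500 cells counted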
#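 Technique: fluorescence imaging, 20x objective, two fields per well / Assay system: AML12 hepatocytes (mouse) / Measure: % inhibition of lipid droplet signal / Doses: 6.5 µM single-point dosing / Incubation: overnight exposure / Reagent: 100 µM oleic acid challenge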
# Autophagy mod = alters autophagy in cells; MEF GFP-LC3 puncta imaging; test concentration mostly 10 µM; calls only at 10 µM (by protocol); 0.98% of 190,000 active; AID 463193;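 active = percentage of spot-positive cells more than 3 SD above its plate mean, without a fluorescence outlier flag or 80% toxicity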;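 also: spot-positive cell cutoff set from DMSO-treated cells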
# HEK293 NOD2/NF-kB = inhibition of NOD2-driven NF-kB reporter – cell-based, luminescence, uHTS, HEK293 (AID 1566) | inhibition, % at 4 µM; hits with a dose series show EC50 in µM | HEK293 NOD2/NF-kB luciferase reporter, luminescence; higher % means a stronger effect | 0.63% of 290,000 active; in the data active = inhibition above about 50%; also: many of its hits are not listed in these tables
# MT stabilize HCS = stabilizes microtubules in HeLa cells; HeLa tubulin immunostaining HCS, 24 h; share of cells brighter than vehicle mean+2SD; % tubulin-high responders, % at 10 µM; AID 2205; 0.83% of 200,000 active;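 active = plate Z-score above 3 for both tubulin-high and condensed-nucleus cell shares, with cell loss under 80%, at 10 µM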;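 also: anti alpha tubulin signal scored within the nucleus-defined area of each cell; some results filed as inactive read as strong as hits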
# Yfh1-off respiration = enhancers of respiration in Yfh1-depleted yeast, dose response, Friedreich's ataxia, plus single-dose screen (AID 1465). fold induction at 50 µM, or EC50 in µM where a hit was titrated. 0.074% of 220,000 active. S. cerevisiae Yfh1-off respiration, WST-1 reduction, 72 h; higher fold induction means a stronger effect;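 active = fold induction of absorbance versus untreated yeast above a set limit, then at least 30% activation at any dose in follow-up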;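 also: activators that raise dye reduction in frataxin-depleted yeast; strong numbers were not always called active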
# WT yeast gro inh mutant strain = also measured in WT yeast gro inh; calls as there; inhibition, %; mitochondrial fusion phenotypic screen, mutant strain inhibition
# Dynein cargo inh cytoplasmic EGFP = recorded beside Dynein cargo inh, whose call it bears; z-score; measured here: cytoplasmic GR-EGFP intensity; active compounds read high
# Dynein cargo inh nuclear GR-EGFP = further read-out of Dynein cargo inh, marked with its call; z-score; measured here: nuclear GR-EGFP intensity;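 lower value marks the stronger effect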
# Dynein cargo inh cell count = recorded beside Dynein cargo inh, whose call it bears; z-score; measured here: cell count per field
# Ins promoter up cell count = recorded beside Ins promoter up, whose call it bears; cell count; measured here: cytotoxicity, nuclei count;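 total cells summed across four imaged fields per well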
# Lipid droplet cells 6.5 µM = further read-out of Lipid droplet, marked with its call; cell count; measured here: cell count, cytotoxicity flag;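 cells counted across two imaged fields per well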
# bCat nuc transl cell count 5 µM = further read-out of bCat nuc transl, marked with its call; cell count; measured here: cell count, cytotoxicity flag
# MT stabilize HCS Hoechst-high % = recorded beside MT stabilize HCS, whose call it bears; % Hoechst-high responders; measured here: nuclear condensation Hoechst responders;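 share of cells brighter than vehicle mean plus two SD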
# MT stabilize HCS cytotoxicity % = further read-out of MT stabilize HCS, marked with its call; toxicity, %; measured here: cytotoxicity by cell density;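 0% = mean cell density of plate MIN control wells and 100% = no cells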
# Autophagy mod cell loss 18 h = further read-out of Autophagy mod, marked with its call; toxicity, %; measured here: cell loss, nuclei count;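 cell loss after 18 h compound exposure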
# * marks the source's active call; other numbers are inactive results; i = inactive; . = not tested or not shown; + = active, no number.
# Value order: bCat nuc transl	bCat nuc transl cell count 5 µM	WT yeast gro inh	WT yeast gro inh mutant strain	Dynein cargo inh	Dynein cargo inh cytoplasmic EGFP	Dynein cargo inh nuclear GR-EGFP	Dynein cargo inh cell count	Ins promoter up	Ins promoter up cell count	Lipid droplet	Lipid droplet cells 6.5 µM	Autophagy mod	Autophagy mod cell loss 18 h	HEK293 NOD2/NF-kB	MT stabilize HCS	MT stabilize HCS Hoechst-high %	MT stabilize HCS cytotoxicity %	Yfh1-off respiration
> Cc1cc(C(=O)N/N=C/c2ccc(C)o2)c2ccccc2n1
 : 32	157	1	-14	-0.22	-0.3	-0.34	0.31	0.14	841	-82	382	i	29	-2%	15*	44*	56*	i
> O=C(N/N=C/C=C/c1ccccc1[N+](=O)[O-])c1cccnc1
 : 0.6	1546	-3	-4	1.4	1.2	1.3	-1.6	-1.1	1705	-9	723	i	21	23%	1.7	1.6	1.9	i
> Cc1cccc(OCC(=O)N/N=C/C=C/c2ccco2)c1
 : -0.9	934	-3	-10	0.49	-0.25	0.29	-1	0.06	1074	-3	677	i	-2	14%	2.5	2.1	1.8	i
> CN(Cc1nc(Cc2cccc(F)c2)no1)CC1COCCO1 (stereo not drawn)
 : 1.5	1590	-2	1	1.1	-0.18	0.97	-1.4	1.1	1729	21	747	i	1	4%	2.1	1.3	3.9	i
> Cc1ccc(NCCC(=O)c2ccc(Cl)cc2)cc1
 : 0.9	1410	10	17	3	-0.11	1.1	-2.5	-0.12	1628	.	.	i	2	-11%	1.1	1.5	2.5	i
> CCOC(=O)Cn1c(=O)oc2cc(S(=O)(=O)Nc3ccc(F)cc3)ccc21
 : 13	1173	3	5	-0.23	-0.2	-0.11	0.19	0.6	872	.	.	i	-7	-23%	1.4	2.8	6.9	i
> CCN(Cc1ccccc1)C(=O)C1CCN(Cc2sccc2C)CC1
 : -1.8	598	-5	-11	-0.11	-0.19	-0.44	0.54	-0.05	1264	-4	668	i	-1	-10%	2.7	3.1	5.1	i
> CCN1c2ccccc2-c2nc3ccccc3n2C1c1ccccn1 (stereo not drawn)
 : -3.6	871	40	38	-0.32	-0.2	-0.25	0.35	-1	1133	.	.	i	0	-11%	2.7	1.8	7.6	i
> O=C(COc1ccccc1)N1CCN(C(=O)c2ccc([N+](=O)[O-])cc2)CC1
 : -0.7	1511	-11	-1	0.42	-0.093	0.42	-1.8	-0.09	1700	22	677	i	3	10%	2.1	1.6	3.3	i
> C=CCOc1ccc(/C(O)=C2\C(=O)C(=O)N(CCN(C)C)C2c2cccs2)cc1 (stereo not drawn)
 : -3.4	953	3	-6	1.8	-0.15	0.89	-1.3	0.32	1411	.	.	+	-2.8*	-12%	2.3	1.5	9.4	i
> COC(=O)c1sccc1-c1ccc(/C=N/OCc2c(Cl)cccc2Cl)o1
 : .	.	-4	-4	-0.63	-0.23	-0.078	0.47	.	.	.	.	i	-18	-27%	5.2	2.2	2.1	i
> O=C(NC1CCCCC1)c1ccccc1NC(=O)C1CC1
 : 0.7	470	-14	-3	0.24	-0.2	0.15	-0.099	.	.	-6	772	i	-11	1%	2.8	2.4	5.0	i
> Clc1ccc(-c2nnc3sc(Cc4cccs4)nn23)cc1
 : -9.5	1039	16	-3	-1.3	3.6	0.5	0.33	.	.	.	.	i	-4	10%	3.0	1.8	1.9	i
> CSc1cnc2c(=O)n(C)c(=O)[nH]c2n1
 : -2.9	570	3	10	0.58	-0.21	0.38	-0.14	-0.41	1440	3	707	i	3	11%	2.6	2.4	5.5	i
> COc1ccc(C2C(C#N)=C(C)NC3=C2C(=O)CC(C)(C)C3)cc1 (stereo not drawn)
 : .	.	5	16	0.84	-0.1	0.86	-0.48	-0.8	964	.	.	i	-4	6%	2.3	1.3	5.3	i
> CCOC(=O)C1CCCN(c2c(NCCc3ccccc3)c(=O)c2=O)C1 (stereo not drawn)
 : -0.2	1342	.	.	-0.89	-0.26	-0.37	1.3	-0.26	1075	30	805	.	.	12%	.	.	.	i
> CN1/C(=C\C(=O)COC(=O)CN2C(=O)C3CC=CCC3C2=O)C(C)(C)c2ccccc21 (stereo not drawn)
 : -2.8	968	16	22	0.56	-0.3	0.38	-0.08	-0.86	1108	.	.	i	21	-17%	5.2	2.3	1.2	i
> O=C(CN1CCCCC1)NCCNc1ccc(C(F)(F)F)cc1[N+](=O)[O-]
 : 2.9	905	-8	-9	-0.74	-0.11	-0.64	1.1	.	.	9	648	i	-6	26%	1.5	2.6	3.4	i
> CC(OC(=O)C1CC1)C(=O)Nc1ccc([N+](=O)[O-])cc1Cl (stereo not drawn)
 : 1.3	1089	12	2	0.36	0.086	0.24	-0.69	0.69	1241	5	703	i	-4	-10%	2.4	1.7	3.3	i
> CC(=O)c1ccc2c(c1)C1C=CCC1C(C(=O)O)N2 (stereo not drawn)
 : 0.7	1521	12	25	-0.6	-0.21	-0.51	1.3	2.1	1399	-2	554	i	-3	7%	2.5	2.3	2.0	i
> CCn1c2ccc(F)cc2c2nnc(NN)nc21
 : -0.7	1048	12	10	0.91	-0.032	0.96	-1.2	-0.05	1500	14	606	i	4	-10%	4.5	2.0	6.3	i
> Cc1[nH]nc2c1C(c1ccc3c(c1)OCO3)C(C#N)=C(N)O2 (stereo not drawn)
 : .	.	-1	15	-0.097	-0.28	0.17	1.2	.	.	-5	671	i	3	10%	2.1	1.6	1.8	i
> CC(C)(C)NC(=O)CSc1nnc(Cc2ccccc2)n1CC1CCCO1 (stereo not drawn)
 : -2.7	1026	-12	-19	-0.15	-0.31	0.15	0.17	-0.33	1451	-12	671	i	-13	3%	2.3	1.6	10	i
> Fc1ccc(CNc2ncnc3c2cnn3-c2ccccc2)cc1
 : -1.5	1225	8	1	0.36	-0.21	0.25	-1.1	-0.03	1310	4	801	+	11*	-1%	2.2	1.4	5.0	i
> CCc1cccc2c(C(=O)COC(=O)c3ccccc3)c[nH]c12
 : -2.8	1185	2	-11	0.41	-0.27	0.5	1.1	-1	1467	24	668	i	-8	4%	1.4	4.6	10	i
> CCc1nc2ccc(F)cc2c(C(=O)NC2CCCCC2C)c1C (stereo not drawn)
 : -1.7	1102	9	-3	0.21	-0.22	0.65	0.84	-0.08	1810	6	580	i	19	-18%	3.3	1.5	6.7	i
> O=C1CC(N2CCSCC2)C(=O)N1c1ccccc1 (stereo not drawn)
 : 0.1	1364	12	4	-0.62	-0.33	-0.8	1.8	-0.05	1482	13	671	i	13	0%	4.2	1.8	0.6	i
> Cc1ccc(NC(=O)c2cc(NC(=O)CCC(=O)O)ccc2N2CCCCC2)cc1
 : -0.6	1441	1	-4	-0.52	-0.24	-1.1	1.1	1.1	1208	.	.	i	6	15%	1.9	1.6	11	i
> O=C(c1ccccc1)N(CCO)Cc1cc2cc3c(cc2[nH]c1=O)OCCO3
 : 2.1	960	-26	15	-0.37	-0.29	0.15	0.65	-1.1	1292	-5	650	i	3	11%	4.7	1.8	8.3	i
> Cc1ccc(NC2=NCC(Cc3ccc(Br)cc3)S2)cc1 (stereo not drawn)
 : -2.4	998	93	94	0.63	-0.18	1	-0.84	-0.54	1418	-25	671	i	2	-7%	8.3	10	18	i
> CCCCNC(=O)Cc1c(OC)ccc2cc(Br)ccc12
 : 0.1	519	2	6	-0.93	-0.31	-0.45	0.45	0.18	1327	0	601	i	-8	15%	3.3	3.7	3.1	i
> CCOc1[nH]n(-c2ccccc2)c(=O)c1C=Nc1ccc(Cl)cc1
 : 0.4	1302	10	0	0.87	-0.2	0.19	-0.48	-0.32	1662	.	.	i	29	8%	1.6	1.2	1.8	i
> O=c1cc(-c2cccs2)oc2ccc(Cl)cc12
 : 14	1114	-4	6	-0.21	-0.51	0.066	0.21	0.31	1167	.	.	i	6	-103%	2.5	2.8	2.2	i
> C/C(=N\Nc1ccccn1)c1ccc(C#N)cc1
 : 0.5	1029	11	18	0.36	-0.32	-0.099	-0.76	-0.93	1338	18	679	i	30	-8%	4.7	1.8	3.9	i
> COC(=O)C1=CN(C(C)C)C=C(C(=O)OC)C1c1cc(Br)c(OC)c(OC)c1
 : 1.1	1000	21	4	0.23	-0.17	0.97	-0.44	-0.85	993	-4	693	i	-18	-9%	2.4	2.4	6.6	i
> CC1COc2ccccc2N1C(=O)c1ccc(Cl)nc1 (stereo not drawn)
 : -1.9	1009	10	7	1.8	-0.26	1.2	-0.84	0.16	1621	2	668	i	14	18%	5.0	1.2	11	i

# Single entries from above.
# Result for CCc1cccc2c(C(=O)COC(=O)c3ccccc3)c[nH]c12 in WT yeast gro inh: 2
# Result for Cc1ccc(NCCC(=O)c2ccc(Cl)cc2)cc1 in MT stabilize HCS cytotoxicity %: 2.5

# Bioassay records (PubChem)

# The list is partial. The share of hits here may be higher or lower than overall.
